Screening results as filed in PubChem.
MrgX1 ag: activates human MrgX1 receptor signaling. AID 588627. 310,000 compounds, 0.44% hits. MrgX1-HEK293 cells, Fluo-4 calcium fluorescence, agonist mode; hits give high values. B-score at 10 µM. Q96LB2;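 active means calcium response B-score plate-corrected fluorescence ratio at least 3 library SD, with starting fluorescence B-score inside 5 SD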
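Assay system: stable human MrgX1 HEK293 cell line. Quantity: 15,000 cells per well. Schedule: cells plated overnight, dye loaded 0.5 h 37 °C, 0.5 h room temperature. Detection: Fluo-4 NW calcium-flux fluorescence, kinetic read. Read-out basis: peak-minus-minimum fluorescence over baseline, converted to B scores. Control set: positive and negative control wells on each plate.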
RGS4 inh: human RGS4 inhibition. P49798. HEK293 M3R/RGS4 inducible, Fluo-4 calcium flux; hits give high values; triggered by carbachol at its EC20. B-score at 10 µM. 310,000 compounds, 0.45% hits. AID 463165;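 active means B-score, a plate-corrected calcium signal, over three deviations above library mean, with baseline fluorescence within five deviations of library mean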;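 further: RGS4 expression induced by doxycycline in cells with stable M3 receptor; B-score is computed from the integrated fluorescence ratio over baseline after carbachol; higher B-score means a larger calcium signal and so more RGS4 inhibition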
SKKanGAS inh: inhibitors of SKKanGAS S. pyogenes growth in kanamycin (SK-promoter or general growth effect); BacTiter-Glo, 6 h; 300,000 compounds, 1.3% hits; inhibition, % at 7.5 µM;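 active means mean replicate score, as percent of positive control median, at least 50; inconclusive means mean below 50 but one replicate at or above 50; inactive means mean and every replicate below 50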;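 further: strain carries kanamycin resistance gene driven by streptokinase promoter and grows in 40 µg/ml kanamycin; loss of luminescence reflects streptokinase promoter inhibition or plain growth inhibition; 0% = median of DMSO wells and 100% = positive control at its reference dose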
HDAC3 inh: human HDAC3 inhibition; AID 2718; 320,000 compounds, 0.15% hits; inhibition, % at 8.3 µM; recombinant HDAC3, fluorogenic peptide/trypsin coupled, fluorescence; O15379; in the data active means inhibition above about 26%, passing the limit was not always enough; inconclusive means no clear call, values can overlap the other calls
TRPC6 activator: activates the mouse TRPC6 cation channel; Q61143; HEK293-TRPC6 membrane potential dye fluorescence; hits give high values; B-score at 10 µM; 310,000 compounds, 0.13% hits;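 active means B-score of the integrated fluorescence ratio above library mean plus 3 SD, and starting fluorescence ratio within library mean plus 5 SD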;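 further: higher score means more depolarization so channel activation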
Target sequence (Q61143 whole entry, looked up): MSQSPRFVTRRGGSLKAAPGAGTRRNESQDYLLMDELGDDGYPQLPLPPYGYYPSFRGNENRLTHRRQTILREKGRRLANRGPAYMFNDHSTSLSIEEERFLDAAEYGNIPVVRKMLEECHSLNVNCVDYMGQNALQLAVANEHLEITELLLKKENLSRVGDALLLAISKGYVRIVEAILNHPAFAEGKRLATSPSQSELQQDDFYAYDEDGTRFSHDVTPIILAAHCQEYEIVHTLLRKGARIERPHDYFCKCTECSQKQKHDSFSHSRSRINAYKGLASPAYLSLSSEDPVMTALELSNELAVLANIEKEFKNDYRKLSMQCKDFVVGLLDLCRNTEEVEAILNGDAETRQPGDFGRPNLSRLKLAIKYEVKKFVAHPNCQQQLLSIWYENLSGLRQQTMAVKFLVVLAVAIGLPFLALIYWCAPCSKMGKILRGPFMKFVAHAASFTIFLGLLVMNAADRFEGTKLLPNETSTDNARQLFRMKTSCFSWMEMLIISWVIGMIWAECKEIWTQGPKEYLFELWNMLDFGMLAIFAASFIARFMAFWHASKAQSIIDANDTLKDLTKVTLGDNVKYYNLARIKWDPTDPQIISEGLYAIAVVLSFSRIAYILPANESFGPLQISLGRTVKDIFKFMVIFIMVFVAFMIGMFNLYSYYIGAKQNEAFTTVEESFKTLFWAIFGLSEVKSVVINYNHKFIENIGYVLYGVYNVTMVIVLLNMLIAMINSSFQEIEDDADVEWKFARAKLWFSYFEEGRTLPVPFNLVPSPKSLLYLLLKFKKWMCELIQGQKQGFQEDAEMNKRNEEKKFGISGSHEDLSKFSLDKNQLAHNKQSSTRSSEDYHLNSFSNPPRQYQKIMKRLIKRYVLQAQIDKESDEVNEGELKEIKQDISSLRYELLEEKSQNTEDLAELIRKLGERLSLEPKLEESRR
MrgX1 antagonist: human MrgX1 receptor antagonism, primary screen; Q96LB2; MRGX1-HEK293 calcium flux, Fluo-4, BAM8-22 antagonism; hits give low values; B-score at 10 µM; 310,000 compounds, 1.3% hits;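 active means calcium-response B-score plate-corrected more than 3 library SD below zero, starting fluorescence within 5 deviations, no agonist response on first addition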;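 further: peak minus trough fluorescence over baseline after final BAM8-22 challenge near maximal dose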
ANO1 block: inhibitors of mouse TMEM16A calcium-activated chloride channel | HEK293 TMEM16A/YFP iodide influx fluorescence, ionomycin | 310,000 compounds, 1.2% hits | Q8BHY3 | normalized B-score (activity score, 25-100; higher = stronger inhibition) at 10 µM;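 active means ratio plate-corrected score three or more library SD toward inhibition, starting fluorescence score within five deviations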;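 further: score derived from kinetic fluorescence span divided by baseline fluorescence per well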
RGS4 act: potentiators or activators of RGS4 | B-score at 10 µM | AID 463111 | HEK293 M3R/inducible RGS4, carbachol calcium flux Fluo4; hits give low values | 310,000 compounds, 0.92% hits;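 active means B-score of the integrated calcium signal more than 4 SD below the library mean, with starting fluorescence not abnormally high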;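 further: negative B-score means reduced calcium response which marks RGS4 activation or potentiation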
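System: HEK293 FlpIn-TREx cells, stable M3R, doxycycline-inducible RGS4. Timing: overnight RGS4 induction, 30 min dye load 37 °C, 20 min compound RT. Also added: carbachol, ECmax concentration. Measured by: Fluo4 fluorescence kinetic imaging of calcium. Evaluation: integrated calcium ratio converted to B score.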
MrgX1 allo act: allosterically activates human MrgX1 receptor signaling. AID 588675. MrgX1-HEK293, Fluo-4 calcium flux, FDSS; hits give high values. 310,000 compounds, 0.63% hits. B-score at 10 µM;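 active means plate-corrected calcium response at least 3 library SD above typical, normal starting fluorescence, not activating the receptor alone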;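 further: compound read alongside a low EC10 to EC30 dose of BAM8-22 agonist; peak minus trough fluorescence over baseline measured at the second addition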
TRPC6 inhibitor: inhibitors of mouse TRPC6 channel. Q61143. 310,000 compounds, 1.1% hits. HEK293-TRPC6, membrane potential dye, ACh-evoked depolarization; hits give low values. B-score at 10 µM. AID 2553;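 active means B-score under library mean minus 3 SD, initial fluorescence not abnormally high, positive integrated signal ratio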;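 further: B-score derived from integrated fluorescence ratio over the kinetic read; more negative B-score means stronger inhibition of depolarization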
ANO1 activ: activators or potentiators of mouse TMEM16A chloride channel; Q8BHY3; HEK293 TMEM16A/YFP-H148Q/I152L, iodide quench fluorescence; hits give low values; B-score at 10 µM; 340,000 compounds, 0.3% hits; AID 623877;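 active means fluorescence-ratio B-score plate-corrected deviation score at least 3 library SD below zero, with starting fluorescence score within 5 deviations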;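 further: channel opened by trigger with iodide after compound preincubation; score built on the fluorescence ratio of max minus min over baseline; more negative score means more quench and so TMEM16A activation or potentiation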
* hit, by the source's call; i = inactive; ? = inconclusive; . = no result given.

SMILES	MrgX1 ag	RGS4 inh	SKKanGAS inh	HDAC3 inh	TRPC6 activator	MrgX1 antagonist	ANO1 block	RGS4 act	MrgX1 allo act	TRPC6 inhibitor	ANO1 activ
COc1ccc(N2CCN(CC(=O)Nc3nc4c(s3)CC(C)CC4)CC2)cc1 (stereo unspecified)	i	i	?	0	i	i	i	i	i	i	i
CCOCCCNc1c(CC)c(C)c(C#N)c2nc3ccccc3n12	i	i	1	-6	i	i	i	i	i	i	i
Cc1cc(C)nc(SCC(=O)N/N=C\C(Br)=C\c2ccccc2)n1	i	i	-5	15	i	i	i	i	i	i	i
O=[N+]([O-])c1cnc(Sc2ccncn2)s1	i	i	18	9	i	i	25*	-9.8*	i	i	i
CC(=O)NNC(=O)c1nc(-c2ccccc2)c(C)o1	i	i	0	-5	i	i	i	i	i	i	i
O=C(CCc1nc2ccccc2c(=O)[nH]1)NCc1ccccn1	i	i	0	3	i	i	i	i	i	i	i
CC[n+]1c(/C=C(/C)SC)sc2ccccc21	i	i	-3	6	i	i	i	i	i	-7.5*	i
C/C(=N\Nc1nc(-c2cc(C)ccc2C)cs1)c1cc2c(ccc3ccccc32)oc1=O	i	i	16	0	i	i	i	i	i	i	i
Cc1nc2nc(CCc3ccccc3)nn2c(C)c1Cl	i	i	-4	-8	i	i	i	i	i	i	i
COc1ccc(-c2cc(C3CCN(Cc4cccc(C(F)(F)F)c4)CC3)[nH]n2)cc1	i	i	?	17	i	i	i	i	i	i	i
COCc1nnc(NC(=O)COc2ccc3c(c2)OCO3)s1	i	i	-1	6	i	i	i	i	i	i	i
COc1cccc(NC(=O)C2CCCN2C(=O)Nc2ccccc2F)c1 (stereo unspecified)	i	i	6	-1	i	i	i	i	i	i	i
CCOC(=O)C1CCN(C(=O)c2sc3nc(-c4ccc(F)cc4)cn3c2C)CC1	i	i	-3	2	i	-5.8*	i	i	i	i	i
Nc1ncnc(Nc2ccc(F)c(Cl)c2)n1	i	i	-3	-5	i	i	i	i	i	i	i
COc1cccc(-n2nc(C(C)=O)c(=O)[nH]c2=O)c1	i	i	-4	11	i	i	i	i	i	i	i
C=CCn1c(SCC(=O)N(CCC)C2CCS(=O)(=O)C2)nnc1-c1ccccc1OC (stereo unspecified)	i	i	-7	4	i	i	i	i	i	i	i
COc1ccc(S(=O)(=O)Nc2ccc(C(F)(F)F)cc2)cc1OC	i	i	1	8	i	i	i	i	i	i	i
CCc1ccccc1-n1c(SCC(=O)NC)nnc1-c1ccco1	i	i	5	2	i	i	i	i	i	i	i
O=C(NCCN1CCOCC1)c1ccc(Cl)cc1O	i	i	3	4	i	i	i	i	i	i	i
COc1cccc(/C(O)=C2/C(=O)C(=O)N(CCN(C)C)C2c2ccccn2)c1 (stereo unspecified)	i	i	-1	4	i	i	i	i	i	i	i
C[C@H]1[C@H](NC(=O)C(=NOC(C)(C)C(=O)O)c2csc(N)n2)C(=O)N1S(=O)(=O)O	i	.	.	0	.	i	i	.	i	.	i
CCC(C)(C)NC(=O)C(c1ccccc1Cl)N(C(=O)CCC(=O)Nc1cc(C)on1)C1CC1 (stereo unspecified)	i	i	-1	-4	i	i	i	i	i	i	i
O=C(Nc1ccncc1)Nc1ccccn1	i	i	1	-11	i	i	i	i	i	i	i
CCCN(C(=O)c1c(CC)noc1C)c1c(N)n(Cc2ccccc2)c(=O)[nH]c1=O	i	i	-4	-5	i	i	i	i	i	i	i
CC(=O)Nc1sc(C)c(C)c1C(=O)OCC(=O)N(CC(C)C)c1c(N)n(Cc2ccccc2)c(=O)[nH]c1=O	i	i	28	-1	i	i	i	-7.8*	i	i	-6.6*
CCCCc1ccc(S(=O)(=O)N/N=C(/C)c2ccncc2)cc1	i	i	-3	3	i	i	i	i	i	i	i
CCCCn1c(N)c(N(CCOC)C(=O)COC(=O)Cc2cccc(OC)c2)c(=O)[nH]c1=O	i	i	-4	-2	i	i	i	i	i	i	i
Cc1ccc(-c2nnc3ccc(SCC(=O)N4CCCc5ccccc54)nn23)cc1	i	i	-1	-6	i	i	i	i	i	i	i
CCc1nc(Cl)c(C#N)c2c1CCCC2	i	i	-12	-5	i	i	i	i	i	i	i
CCCCn1cc2c(c1-c1cccc(C)c1)c(=O)n(C)c(=O)n2C	i	i	-4	4	i	i	i	i	i	i	i
CCn1c(SCc2ccc([N+](=O)[O-])cc2)nnc1C(C)NC(=O)c1ccc(C)cc1 (stereo unspecified)	i	i	2	-1	i	i	i	i	i	i	i
CCC(C)NC(=O)CCn1ccc2cc(S(=O)(=O)N3CCCC3)ccc21 (stereo unspecified)	i	i	-8	1	i	i	i	i	i	i	i
COc1cc(/C=C2/C(=O)N(c3cccc(Br)c3)N=C2C)cc(OC)c1O	62*	i	1	1	i	i	i	i	i	-5.4*	i
COc1ccc(N(CC(=O)NCCSCc2ccco2)S(=O)(=O)c2ccccc2)cc1OC	i	i	-6	-5	i	i	i	i	i	i	i
Cc1cc(C(=O)N2C(C)CCCC2C)no1 (stereo unspecified)	i	i	2	0	i	i	i	i	i	i	i
Cc1ccc(C)c(NC(=O)CCC(=O)NNC(=O)c2cccs2)c1	i	i	0	0	i	i	i	i	i	i	i
O=c1c2ccccc2oc2cc(OCc3ccc(F)cc3)cc(O)c12	i	i	4	-2	i	i	i	i	i	i	i
CCN1CN(CCc2ccccc2)CNC1=S	i	i	-1	2	i	i	i	i	i	i	i
CCc1ccc(OCC(=O)N/N=C(\C)c2ccc(-n3ccnc3)cc2)cc1	i	i	-5	1	i	i	i	i	i	i	i
Cc1ccc(S(=O)(=O)N2CCCC2CNC(=O)C(=O)NCc2cccs2)cc1 (stereo unspecified)	i	i	-6	-3	i	i	i	i	i	i	i
Cc1ccc(NS(=O)(=O)c2ccc(C(=O)NCc3ccncc3)cc2)cc1	i	i	-6	18	i	-4.6*	i	i	i	i	i
COc1ccc(/C=N/NC(=O)c2cccc3ccccc23)c(OC)c1OC	i	i	-5	-6	i	i	i	i	i	i	i
CC(NC(=O)CCNS(=O)(=O)c1ccccc1)c1ccccc1 (stereo unspecified)	i	i	-10	6	i	i	i	i	i	i	i
CSc1ccc(CN2CCC(Cc3ccccc3)CC2)cc1	i	i	3	-3	i	i	i	i	i	i	i
CCCSc1nnc(NC(=O)c2sc3nc(-c4cccs4)ccc3c2N)s1	38*	i	24	-4	i	i	i	i	i	i	i
COc1ccccc1N1CCN(C(=O)c2cc(C(C)(C)C)oc2C)CC1	i	i	3	-2	i	i	i	i	i	i	i
[2H]c1c([2H])c([2H])c(-c2nc(N3CCCCCC3)sc2C(=O)c2ccccc2)c([2H])c1[2H]	i	i	0	2	i	i	i	i	i	i	i
O=C(/C=C/c1ccc2c(c1)OCO2)NCCSCc1ccc(Cl)cc1	i	i	-7	0	i	i	i	i	i	i	i
CC1(C)Cc2ccccc2C(C(=O)c2ccccc2)=N1	i	i	2	-1	i	i	i	i	i	i	i
O=C(Nc1cccc(Cl)c1)c1cc(F)cc2c1OCOC2	i	i	-4	-7	i	i	i	i	i	i	i
CC(=O)Nc1ccc(NC(=O)C(C)OC(=O)CCCN2C(=O)c3cccc4cccc(c34)C2=O)cc1 (stereo unspecified)	i	i	-14	-5	i	i	i	i	i	i	i
Cn1c(Cn2c(C(F)(F)F)nc3ccccc32)nc2ccccc21	i	i	-4	-3	i	-4.9*	i	i	i	i	i
O=C(CSc1ncnc2c1oc1ccccc12)N1CCN(c2ccccc2)CC1	i	i	-1	7	i	i	i	i	i	i	i
CCCC(=O)Nc1c(-c2ccccc2)c(=O)c(C)nn1-c1ccccc1	i	i	-3	-5	i	i	i	i	i	i	i
CCCNC(=O)c1nn2cc(Br)cnc2c1Cl	i	i	0	1	i	i	i	i	i	i	i
Cc1c(NC(=O)c2cc(-c3ccccc3)on2)c(=O)n(-c2ccccc2)n1C	i	i	5	-3	i	i	i	i	i	i	i
COc1ccc(-n2nc(C(=O)NCC(=O)NCCCN3CC(C)CC(C)C3)c3ccccc3c2=O)cc1Cl (stereo unspecified)	i	i	9	4	i	i	i	i	i	i	i
CCCN(CC(=O)Nc1ccccc1C)C(=O)c1ccc(N2CCCCCC2)c([N+](=O)[O-])c1	i	i	-1	12	i	i	i	i	i	i	i
C=CCn1c(Cc2cccs2)nnc1SCC(=O)Nc1ccc(OC)c(OC)c1	i	i	0	-3	i	i	i	i	i	i	i
Cc1[nH]c2ccc(C(=O)NCCCN3CCCC3)cc2c1C	i	i	-3	0	i	i	i	i	i	i	i
Later entries.
SMILES	MrgX1 ag	RGS4 inh	SKKanGAS inh	HDAC3 inh	TRPC6 activator	MrgX1 antagonist	ANO1 block	RGS4 act	MrgX1 allo act	TRPC6 inhibitor	ANO1 activ
CCCCS(=O)c1snnc1C (stereo unspecified)	i	i	1	-6	i	i	i	i	i	i	i
CCc1cc(=O)oc2c(CNCc3ccc(OC)cc3OC)c(O)c(Cl)cc12	i	i	0	-48	i	i	i	i	i	i	i
CCOC(=O)c1ccc(OC)c(OC)c1Cl	i	i	2	6	i	i	i	i	i	i	i
CCn1c(O)c(C(C#N)=C2N=c3ccccc3=N2)c2ccccc21	i	i	-4	4	i	i	i	i	i	i	i
O=c1c2cc(NC(=S)N3CCCCCC3)ccc2nc2n1CCCCC2	i	i	-1	0	i	i	i	i	i	i	i
CC(=O)C1=C(O)C(=O)N(C2CCCCC2)C1c1ccccc1 (stereo unspecified)	i	i	-4	-7	i	i	i	i	i	i	i
Cc1c(Cl)cn2c(=O)cc(CN3CCN(c4ccccc4)CC3)nc2c1Cl	i	i	3	-7	i	i	i	i	i	i	i

This is a random part of the collection, and some 6.7% of all compounds hit somewhere here.
